From PubChem BioAssay
SW480 rerep: induces DNA re-replication in SW480 colon adenocarcinoma cells | Potency, µM (highest dose often 46.1 µM), for the others: at the top dose re-replication activation, most hits filed as activators | SW480 DNA re-replication, Hoechst DNA content imaging, 48 h | 1.8% of 340,000 active | AID 624297; also: potency is read from the fitted curve at half-maximal effect; % of control where 0% means no effect; nearly all actives have a fitted effect of over 55% in size
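Readout is total intensity of Hoechst-stained nuclei, excited at 405 nm and collected at 500-530 nm. Compound treatment lasted 48 hr at 37 C in 5% CO2 before staining.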
S2 tox: reduces viability in counter-screen for ATXN expression inhibitors; S2 cells (HEK-293 line with an ATXN2-luciferase reporter) viability, CellTiter-Fluor protease fluorescence, 24 h; Potency, µM (top dose mostly 56.7 µM), most hits filed as cytotoxic; 0.49% of 400,000 active; also: potency is read from the fitted curve at half-maximal effect; nearly all actives have a fitted effect of over 40% in size
HT1080NT lethal: kills 2HG-producing HT-1080-NT fibrosarcoma cells; HT-1080-NT fibrosarcoma viability, CellTiter-Glo ATP luminescence, 48 h; Potency, µM (titrated, usually from 46.1 µM), for inactives: at the top dose activity, negative = less viability, usual class: cytotoxic; 1.6% of 360,000 active;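 also: NT is the 2HG producing partner of a matched IDH1 knockdown line; potency is read from the fitted curve at half-maximal effect; 0% = DMSO-treated cells and -100% = media-only wells without cells; nearly all actives have a fitted effect of over 55% in size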
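Viability by CellTiter-Glo luminescence after 48 h compound exposure at 37C of HT-1080-NT cells (750/well, RPMI, 5% FBS). % activity scaled between DMSO wells and medium-only wells, then curve-fitted and categorized by curve class.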
ATXN2 expr inh: ATXN2 expression inhibition; HEK-293 ATXN2-luciferase reporter, luminescence, 24 h; Potency, µM (highest dose often 57 µM), for inactives: at the top dose activity change, negative = inhibition, hits mostly inhibitors; 0.72% of 360,000 active; AID 1745845; also: potency is read from the fitted curve at half-maximal effect; % is scaled to controls: 0 for no effect and ±100 for the full control effect; nearly all actives have a fitted effect of over 55% in size
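ATXN2-luciferase reporter cells (luciferase flanked by upstream and downstream ATXN2 gene portions) were treated 24 h at 37 °C with compounds at up to 57 uM. SteadyGlo luminescence gave expression; GF-AFC fluorescence gave viability.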
KB-V1 cytotox: kills drug-selected multidrug resistant KB-V1 cells. KB-V1 MDR cells viability, CellTiter-Glo, 72 h. Potency, µM (doses to about 46.1 µM), for the others: top-dose activity change, negative = cytotoxicity, most hits filed as cytotoxic. 3.4% of 400,000 active; also: potency is read from the fitted curve at half-maximal effect; % is scaled to controls: 0 for no effect and ±100 for the full control effect; nearly all actives have a fitted effect of over 60% in size
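Compound-treated KB-V1 multidrug-resistant cells, 72 h, 37 degrees C; viability by CellTiter-Glo. Fitted qHTS curves give the values.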
IL1B secr inh: blocks inflammasome-driven IL-1 beta release. THP-1 LPS/ATP IL-1B secretion, AlphaLISA, 16 h; stronger effect = lower value. activity change, % at 57.5 µM. 4.7% of 360,000 active; in the data active = activity change below about -50%; inconclusive = mostly about -30% to -49%; also: % is scaled to controls: 0 for no effect and ±100 for the full control effect
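Secreted IL-1B measured by AlphaLISA bead assay after 16 h compound exposure of THP-1 cells; compounds (final up to 57.5 uM) added 1 h before LPS (250 ng/mL) and ATP (1.25 mM) stimulation; lower signal means less secretion.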
KB-3-1 cytotox: kills parental KB-3-1 adenocarcinoma cells | KB-3-1 viability, CellTiter-Glo ATP luminescence, 72 h | Potency, µM (top dose mostly 46.1 µM), without a hit: at the highest dose activity change, negative = cytotoxic, hits mostly cytotoxic | 1.4% of 400,000 active | AID 1347075; also: potency is read from the fitted curve at half-maximal effect; % is scaled to controls: 0 for no effect and ±100 for the full control effect; nearly all actives have a fitted effect of over 60% in size
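Using CellTiter-Glo luminescence, growth of non-resistant KB-3-1 adenocarcinoma cells is assessed 72 h after pin-tool compound addition at 37 °C. Normalized responses across the concentration series yield fitted curves.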
HT1080 IDH1KD tx: HT-1080 IDH1 knockdown cell toxicity (counter line) | Potency, µM (series often up to 46.1 µM), for the others: top-dose activity, negative = toxicity, hits mostly cytotoxic | HT-1080 IDH1 knockdown viability, ATP luminescence, 48 h | 2% of 360,000 active;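 also: potency is read from the fitted curve at half-maximal effect; 0% = DMSO wells and -100% = cell-free medium wells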
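Luminescent ATP read-out (CellTiter-Glo, 10 min at room temperature) after 48 h compound exposure at 37 °C gave viability of IDH1-knockdown HT-1080 cells. Activity was normalised to DMSO and cell-free wells, then fitted as concentration-response curves.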
MCF10A rerep: inducers of DNA re-replication in MCF 10A breast cells; Potency, µM (highest dose often 46.1 µM), for inactives: top-dose activity, positive = re-replication, hits mostly activators; 2.9% of 350,000 active; MCF 10A DNA re-replication, Hoechst nuclear intensity, 48 h; also: potency is read from the fitted curve at half-maximal effect; % of control where 0% means no effect; nearly all actives have a fitted effect of over 50% in size
The depositor's hits bear a star; i = inactive; ? = inconclusive; nt = no result given; [ ] = dose if it differs, or a comment. Unless noted, calls follow the shape of the dose curve; as a rule, active = well fitted curve in the direction sought with a large enough effect; inconclusive = small, poorly fitted or top-dose-only effect, or another doubt; inactive = no such curve, though single readings can be large; an effect the other way counts as inactive or inconclusive.

Compound | SW480 rerep | S2 tox | HT1080NT lethal | ATXN2 expr inh | KB-V1 cytotox | IL1B secr inh | KB-3-1 cytotox | HT1080 IDH1KD tx | MCF10A rerep
COc1ccc(NC(=O)CSc2nnc(C3CC3)n2C)cc1S(=O)(=O)N1CCCCC1 | 8% | i | 4% | 3% | 0% | 18 | 0% | 8% | -3%
CC1CCN(S(=O)(=O)c2ccc(NC(=O)c3ccccc3F)cc2)CC1 | -6% | i | -2% | -25% | ? | -14 | -18% | -52% | 6%
C#CCN(C(=O)c1ccc(OC2CCN(C(=O)CCOC)CC2)cc1)C1CCCCC1 | -36%[inhibitor] | i | 1% | -9% | -2% | 49 | ? | -9% | 8%
Cn1c(=S)oc2ccccc21 | -1% | i | 15% | 7% | 18% | 3 | -1% | 10% | ?
O=C(CCCOc1ccccc1)NCC1CCCO1 (stereo not drawn) | 1% | i | 14% | 21% | 21% | -7 | 1% | -5% | 4%
Cc1ccc([C@H]2C[C@H](O)[C@@H](n3cc(C4CC4)nn3)CN2C(=O)c2cccs2)cc1 | nt | ? | -9% | -2% | -6% | -6 | -9% | -2% | nt
CC(C(=O)O)N1C(=O)/C(=C/C=C/c2ccco2)SC1=S (stereo not drawn) | -3% | i | -12% | 0% | 8% | 28 | -2% | 1% | -8%
COc1ccc(-c2nnn(CC(=O)N3CCN(c4ccccc4OC)CC3)n2)cc1OC | -4% | i | 2% | 0% | ? | 3 | 21% | -2% | -2%
Cn1cc(C(=O)c2ccc(Cl)cc2Cl)cc1C(=O)NN | -6% | i | -1% | -22% | -4% | -2 | -5% | -23% | 0%
Cc1cc(C)c(NC(=O)c2cc(=O)c3ccccc3o2)c(C)c1 | 2% | ? | 5% | nt | -16% | -1 | -4% | 3% | 4%
COc1ccc(OC)c(/C=N\NC(=O)c2cc3c(ccc4ccccc43)o2)c1 | 15% | nt | 15% | -2% | -4% | -20 | -1% | 16% | ?
Brc1ccc(-c2csc(/N=C/N3CCOCC3)n2)cc1 | 3% | i | -12% | 14% | -9% | ? | -24% | -10% | 1%
O=C1C=C(c2cc(Cl)cc(Cl)c2)C[C@@H](c2ccc3c(c2)OCO3)C1 | ? | i | 9% | -13% | -5% | 6 | ? | -3% | ?
Cc1cccc(OCc2nnc(SCC(=O)NCC3CCCO3)n2C)c1 (stereo not drawn) | -5% | i | 19% | -3% | 18% | 3 | -2% | 6% | -1%
CCN(CC)S(=O)(=O)c1ccc(N/N=C/c2cc(OC)ccc2O)nc1 | ? | i | 8.2µM* | 3.2µM* | ? | 58 | ? | 4.6µM* | ?
CCN(CC)CCCNC(=O)/C(=C\c1cccn1C)NC(=O)c1cccs1 | 6% | i | -2% | -8% | 13% | -10 | 13% | 0% | 6%
CC(C)[C@H](N)C(=O)N[C@H]1CCC2C3CC=C4C[C@@H](O)CC[C@]4(C)C3CC[C@@]21C (stereo partly drawn) | nt | ? | 18µM* | nt | 10% | -106* | -1% | ? | nt
O=C(NCc1cccs1)C1CCC(=O)N(Cc2cccc(C(F)(F)F)c2)C1 (stereo not drawn) | ? | i | -8% | 2% | ? | i | 4% | -1% | 11%
CCOc1cc(Br)c(CC(=O)NC2CCCCCC2)cc1OCC | 2% | i | -13% | -23% | 10µM* | -5 | -17% | -13% | ?
COc1cc(NC(=O)CN(C)S(=O)(=O)c2ccc3[nH]c4c(c3c2)CCCC4)cc(OC)c1OC | nt | ? | nt | -20% | 0% | nt | -23% | nt | nt
CC1SC(C)C(=O)N(CC(=O)Nc2ccc([N+](=O)[O-])cc2)C1=O (stereo not drawn) | -4% | i | -1% | -20% | -3% | 16 | -2% | 12% | -2%
COc1ccccc1NC(=O)c1cc2c(CO)cnc(C)c2oc1=Nc1cc(OC)c(OC)c(OC)c1 | 0% | i | -25% | 7% | 0% | 57 | -1% | -7% | 0%
Nc1nc2c(s1)C(=O)CC(c1ccccc1)C2 (stereo not drawn) | -4% | i | 3% | 6% | -13% | -3 | 4% | 9% | -2%
N#Cc1c(NC(=O)CSc2nnc(-c3ccncc3)n2CC2CCCO2)sc2c1CCCC2 (stereo not drawn) | 0% | i | -2% | -5% | -2% | 2 | 2% | 0% | -1%
Cc1ccc([N+](=O)[O-])c(C(=O)N/N=C/c2cccnc2)c1 | -3% | i | -2% | -11% | -2% | -9 | -3% | 1% | 5%
O=C(NCCCNC(=O)c1ccccc1Cl)c1cnccn1 | -15% | i | 4% | 4% | 0% | 25 | 11% | 3% | -22%
CN(CCOC(=O)c1ccc2c(c1)OCCO2)Cc1ccccc1 | -1% | i | -7% | 26% | -1% | -13 | 6% | -6% | -16%
Cc1cc(NC(=O)CN2CCN(c3ccccn3)CC2)ccc1Br | -16% | i | 0% | nt | -22% | 17 | -18% | 0% | 15%
CS(=O)(=O)N1CC2CCCN2c2cc(C(F)(F)F)ccc21 (stereo not drawn) | ? | i | 1% | -26% | 23% | -4 | 1% | -4% | -9%
Cn1c(=O)c2c(nc(CN3CCN(C(c4ccccc4)c4ccccc4)CC3)n2CCCO)n(C)c1=O | 1% | i | -4% | -14% | -13% | -5 | 9% | -22% | 2%

Arranged by value in IL1B secr inh (largest number first): some entries from above.
molecule | IL1B secr inh
O=C(NCCCNC(=O)c1ccccc1Cl)c1cnccn1 | 25
Cc1cc(C)c(NC(=O)c2cc(=O)c3ccccc3o2)c(C)c1 | -1
Nc1nc2c(s1)C(=O)CC(c1ccccc1)C2 (stereo not drawn) | -3

Additional compounds.
Compound | SW480 rerep | S2 tox | HT1080NT lethal | ATXN2 expr inh | KB-V1 cytotox | IL1B secr inh | KB-3-1 cytotox | HT1080 IDH1KD tx | MCF10A rerep
COc1ccccc1CNc1nc(NCCOc2ccccc2Cl)c2sccc2n1 | nt | ? | 23µM* | ? | ? | -86* | ? | ? | nt
COC(=O)c1ccc(CN2C(=O)C(Cc3ccccc3)ON=C2c2ncccc2C)o1 (stereo not drawn) | nt | i | 14% | 20% | -10% | 0 | 7% | 17% | nt
Cc1ccc(S(=O)(=O)N2[C@@H](c3ccccc3F)C(C(=O)O)=CC[C@H]2c2cccs2)cc1 | -3% | i | -1% | -4% | -18% | 13 | 6% | 1% | 24%
Cn1cnnc1Sc1cc(N2CCN(S(=O)(=O)c3ccc(Cl)c(Cl)c3)CC2)ccc1[N+](=O)[O-] | 22% | ? | -30% | -29% | -16% | 0 | -28% | -30% | 2%
COc1cc(OC)c2c(c1)OC(c1ccc(OC)c(OC)c1)C(O)C2=O (stereo not drawn) | -12% | i | 10% | -2% | -15% | 1 | -11% | 1% | 13%
CCN1CC(CN(C)Cc2nc(-c3ccco3)oc2C)CC1=O (stereo not drawn) | ? | i | 10% | 11%[11.3 µM] | 24% | -7 | 8% | 10% | 3%
CC1(C)OC2CC3C4CCC5=CC(=O)CCC5(C)C4(F)C(O)CC3(C)C2(C(=O)CO)O1 (stereo not drawn) | 10% | i | ? | -17% | -4% | nt | 1% | ? | 5%
COc1cccc(NC(=O)C2C(c3ccccc3)C2(Cl)Cl)c1 (stereo not drawn) | -6% | ? | -6% | nt | -3% | -7 | -13% | 1% | ?
COc1cc(Br)cc(/C=N/NC(=O)Cc2ccccc2)c1O | ? | nt | 18µM* | ? | -26% | 99 | 0% | 8.2µM* | ?
O=C(Nc1ccc(F)cc1)c1ccccc1CC[N+](=O)[O-] | -5% | i | 7% | -18% | 0% | 14 | 7% | 13% | 0%
O=C1CCCC/C1=N\Nc1ccc(OCc2ccccc2)cc1 | -30% | i | ? | -12% | -7% | -13 | -15% | 5.2µM* | 28%
COC(=O)[C@H]1C[C@@H]1[C@H](NS(=O)(=O)c1ccc2ccccc2c1)c1ccccc1 | 14% | i | 9% | 10% | 2% | 48 | 0% | 10% | -21%
Cc1ccc(-n2ncc3c(NC(C)c4ccccc4)ncnc32)cc1 (stereo not drawn) | nt | i | nt | 80%[activator] | 15% | nt | 0% | nt | nt
CSc1cc(C)n(-c2ccccc2)c(=S)c1C(C)=O | -3% | i | 5% | 1% | 0% | 10 | 15% | 4% | 3%
CCN(CC)C(=S)NC(=O)c1ccc(OC)c(Br)c1 | -1% | i | -18% | -14% | -29% | 28 | -30% | -7% | -7%
O=C(O)CN1C(=O)COc2ccc(S(=O)(=O)N3CCCCCC3)cc21 | -12% | i | -2% | 14% | 13% | 14 | -5% | 9% | -8%
Cc1cc(C)cc(NC(=O)COC(=O)c2ccc3c(c2)OCCO3)c1 | ? | i | -1%[9.24 µM] | -11% | 0% | -11 | 9% | 0% | 1%
COc1ccc(-c2onc(C)c2-c2ccc(C(=O)OC(C)C)o2)c(O)c1 | 16% | i | 5% | -5% | 21µM* | ? | ? | 3% | ?
COc1ccc(C(=O)Nc2ccc([N+](=O)[O-])cn2)cc1OC | 0% | i | 22% | 16% | 6% | 8 | 18% | 22% | 3%
CCC(C(=O)NCc1ccco1)N(C(=O)CNS(=O)(=O)c1ccc(C)cc1)c1ccccc1OC (stereo not drawn) | -1% | i | 7% | 2% | -9% | -20 | -4% | 12% | 1%
CCN(CC)CCC(O)(c1ccccc1)C1CCCCC1 (stereo not drawn) | 7% | i | 6% | 1% | 19% | -14 | 5% | 0% | 1%
NC1=NC(=O)C(CC(=O)Nc2ccc3c(c2)OCO3)S1 (stereo not drawn) | -9% | i | 1% | -22%[11.3 µM] | 0% | 1 | 10% | 2% | -7%
CC(C)C(OC(=O)c1ccc(Cl)nc1)C(=O)NC1CCCCC1 (stereo not drawn) | -6% | i | 22% | 7% | -17% | 6 | 7% | 18% | -2%

Some values from the results shown.
Entry of COc1ccc(C(=O)Nc2ccc([N+](=O)[O-])cn2)cc1OC under IL1B secr inh: 8
Entry of COc1cccc(NC(=O)C2C(c3ccccc3)C2(Cl)Cl)c1 (stereo not drawn) under KB-3-1 cytotox: -13%

Rows are unselected (roughly 11% active in at least one column).
